Assay outcomes from PubChem.
DDE Tn7 FP inh: inhibitors of Tn7 peptide binding to human fibrin DD(E); 0.13% of 370,000 active; FP displacement of FITC-Tn7 peptide from fibrin DD(E); 0% = median of compound wells per plate; inhibition, % at 8.3 µM;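 active means inhibition above the mean of compounds falling within the control limits plus 3 SD of them, cut at about 14% in these data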;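 further: 0% = plate median of compound wells and 100% = 10 µM Aha-Tn7 peptide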
Target sequence (P02675 whole entry, looked up): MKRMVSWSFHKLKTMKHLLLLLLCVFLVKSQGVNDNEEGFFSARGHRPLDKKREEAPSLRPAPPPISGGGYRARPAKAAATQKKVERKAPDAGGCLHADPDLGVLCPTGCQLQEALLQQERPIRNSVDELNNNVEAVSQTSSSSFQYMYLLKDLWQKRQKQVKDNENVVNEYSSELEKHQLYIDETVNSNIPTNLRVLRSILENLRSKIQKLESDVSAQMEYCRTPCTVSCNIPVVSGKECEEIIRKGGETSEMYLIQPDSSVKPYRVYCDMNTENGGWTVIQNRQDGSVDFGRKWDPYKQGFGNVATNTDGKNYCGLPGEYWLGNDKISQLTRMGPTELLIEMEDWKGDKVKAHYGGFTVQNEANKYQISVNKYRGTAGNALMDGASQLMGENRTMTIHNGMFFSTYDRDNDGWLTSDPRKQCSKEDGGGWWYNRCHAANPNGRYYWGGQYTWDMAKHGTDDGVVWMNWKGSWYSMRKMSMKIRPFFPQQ
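Assay system: Human fibrin DD(E) protein | Medium: Tris buffer with calcium and detergent, pH 7.8 | Reagent: 0.1 µM fluorescent Tn7 | Compound dosing: Single point at 8.3 µM | Times: 10 min preincubation, 3 h with tracer, room temperature | Detection: Fluorescence polarization of the labelled Tn7 tracer | Controls: Aha-Tn7 high control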
LEDGF integ inh: blocks HIV-1 LEDGF/p75-dependent DNA integration | 0.64% of 370,000 active | AID 743269 | TR-FRET IN-LEDGF/p75 DNA integration, Eu/Cy5 | inhibition, % at 3.7 µM;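 active means inhibition above the screen-wide mean plus 3 SD, cut at about 13% in these data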;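 further: signal is the Cy5 over europium emission ratio at 671 and 618 nm; 0% = plate median of compound wells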
PRMT1 inh: PRMT1 (human) inhibition, primary screen. inhibition, % at 2.79 µM. 1.3% of 370,000 active. Q99873. recombinant PRMT1, activity-based probe fluorescence polarization;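 active means inhibition above about 21% made by adding two undisclosed values, limit read from the data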
PG9 binder: binds the HIV-1 gp120 antibody PG9 | inhibition, % at 6.7 µM | 0.43% of 360,000 active | TR-FRET gp120-PG9 antibody binding; in the data active means inhibition above about 8.5%
UHRF1 binding: blocks human UHRF1 binding to methylated DNA. Q96T88. UHRF1 binding to methylated oligo, TR-FRET. inhibition, % at 4.4 µM. 0.75% of 370,000 active; in the data active means inhibition above about 21%;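 further: UHRF1 SRA domain binding a hemimethylated CpG hairpin DNA probe; 0% = median of test compound wells and 100% = reference inhibitor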
HTRA1 inh: HTRA1 (human) protease inhibition. Q92743. recombinant HTRA1, FP-rhodamine activity-based probe, fluorescence polarization. inhibition, % at 5.96 µM. 0.5% of 340,000 active; in the data active means inhibition above about 36%;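 further: 0% = enzyme with DMSO and 100% = wells lacking enzyme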
ABHD4 inh: ABHD4 (mouse) inhibition, primary FP screen; Q8VD66; purified mABHD4, FP-Rh probe fluorescence polarization; inhibition, % at 8.92 µM; 0.54% of 370,000 active;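 active means inhibition exceeding the mean over every tested compound plus 3 SD, cut at about 30% in these data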;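 further: 0% = plate median of compound wells and 100% = S159A mutant with DMSO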
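Test system: mABHD4 protein; Read-out basis: % inhibition; Incubation: 45 min + 60 min at 25 °C; Repeats: single replicate; Technique: fluorescence polarization with parallel and perpendicular emission, 525/598 nm; Compound: 8.92 µM, single dose; Benchmarks: full inhibition S159A mutant plus DMSO, zero as sample-well median.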
TCR-CD3 inh: inhibitors of human TCR-CD3 interaction | 0.37% of 360,000 active | TAMRA-labeled TCR probe fluorescence, biochemical | AID 651800 | inhibition, % at 9.4 µM; in the data active means inhibition above about 19%;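 further: recombinant mutant TCR 2C K166C tagged with TAMRA read by polarization; 0% = receptor in buffer alone and 100% = receptor with positive control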
TDP2 inh: blocks human TDP2 phosphodiesterase activity; O95551; recombinant TDP2, T5PNP hydrolysis, p-nitrophenol absorbance 415 nm; inhibition, % at 12.8 µM; 0.34% of 370,000 active;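 active means inhibition above the mean of all tested compounds plus 3 SD, set per campaign, cut at about 25% in these data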;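 further: 0% = DMSO with enzyme and 100% = buffer with substrate but no TDP2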
Target sequence (O95551 whole entry, looked up): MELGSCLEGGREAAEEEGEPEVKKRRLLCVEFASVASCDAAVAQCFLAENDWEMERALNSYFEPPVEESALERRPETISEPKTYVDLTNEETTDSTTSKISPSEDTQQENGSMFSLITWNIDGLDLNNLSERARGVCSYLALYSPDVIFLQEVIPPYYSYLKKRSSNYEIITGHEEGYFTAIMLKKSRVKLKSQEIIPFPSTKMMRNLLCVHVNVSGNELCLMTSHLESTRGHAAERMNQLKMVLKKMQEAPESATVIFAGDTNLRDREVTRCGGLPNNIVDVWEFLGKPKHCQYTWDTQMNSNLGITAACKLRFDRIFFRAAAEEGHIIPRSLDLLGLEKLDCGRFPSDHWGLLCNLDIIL
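System – recombinant human TDP2 · Quantity – TDP2 enzyme at 120 nM final · Doses – single concentration, 12.8 µM nominal, with 1% DMSO · Incubation – 2 h at 37 °C · Measured by – epi absorbance of p-nitrophenol freed from T5PNP by hydrolysis · Read-out – % inhibition relative to enzyme-containing and enzyme-free wells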
SIAE primary: human SIAE inhibition, primary screen; AID 1053197; SIAE FP-Rh probe binding, fluorescence polarization; 0.69% of 370,000 active; Q9HAT2; inhibition, % at 9.66 µM;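 active means inhibition above a cutoff: mean of compounds within the control limits plus 3 SD of those, cut at about 17% in these data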;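 further: 0% = plate median of compound wells and 100% = probe without SIAE protein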
The depositor's hits bear a star; nt = no result given.

The opening 2 compounds as a preview:
Value order: DDE Tn7 FP inh	LEDGF integ inh	PRMT1 inh	PG9 binder	UHRF1 binding	HTRA1 inh	ABHD4 inh	TCR-CD3 inh	TDP2 inh	SIAE primary
CCOC(=O)N=Nc1c(O)n(Cc2ccccc2)c2ccccc12
  -2.1	-0.8	-3.7	-0.7	-1.4	-4.5	-6.4	3.7	8.5	-1.7
CCCSC1=C(C#N)C(c2ccc(Cl)cc2Cl)CC(=O)N1 (centres undefined)
  6.3	0.6	4.3	0.9	1.0	-12.5	-2.3	4.1	3.2	-3.0

All compounds of this part, from the start:
Value order: DDE Tn7 FP inh	LEDGF integ inh	PRMT1 inh	PG9 binder	UHRF1 binding	HTRA1 inh	ABHD4 inh	TCR-CD3 inh	TDP2 inh	SIAE primary
CCOC(=O)N=Nc1c(O)n(Cc2ccccc2)c2ccccc12
  -2.1	-0.8	-3.7	-0.7	-1.4	-4.5	-6.4	3.7	8.5	-1.7
CCCSC1=C(C#N)C(c2ccc(Cl)cc2Cl)CC(=O)N1 (centres undefined)
  6.3	0.6	4.3	0.9	1.0	-12.5	-2.3	4.1	3.2	-3.0
CCn1cc(C(=O)NCc2ccco2)c(=O)c2cc(S(=O)(=O)N3CCCC3)ccc21
  -0.9	3.3	-2.3	-1.2	0.6	-0.5	-0.1	2.7	5.7	-6.1
CC(=O)c1sc(Nc2cccc(C)c2)nc1C
  -4.9	3.9	-0.2	2.2	-1.0	-3.4	1.3	5.0	0.6	1.5
COc1ccc(-c2cc(C(=O)N/N=C(\C)c3cccnc3)c3ccccc3n2)cc1
  -0.5	2.9	-2.6	-5.4	0.3	-39.1	-19.1	-2.4	-9.2	-6.5
O=C(Nc1ccc(F)c(F)c1)c1cnc(-c2ccccc2)nc1-c1ccccc1
  3.1	-0.7	-3.6	6.5	-1.8	3.7	-0.3	-1.5	11.2	-0.5
Cc1ccc(NC(=O)CN2CCC(NC(=O)c3ccccc3F)CC2)cc1C
  10.6	-0.3	-0.6	0.0	-1.3	-2.5	2.9	-0.9	-4.9	-0.5
O=C(NC(=S)NCc1ccccc1)c1cccc([N+](=O)[O-])c1
  10.2	0.0	0.8	0.3	-3.8	-5.1	-3.7	-4.8	-2.9	6.7
Cc1cccc(NC(=S)NN2CCN(C)CC2)c1C
  -1.2	-0.7	-2.1	-2.6	3.1	14.9	0.8	5.5	6.2	4.1
COc1ccc(S(=O)(=O)N2CCCCC2)cc1NC(=O)Cc1sc(C)nc1-c1ccc(F)cc1
  -4.0	-0.9	-7.3	-1.1	-1.8	-48.8	-12.2	6.2	-3.6	-11.1
O=C(COC(=O)C1CC1)Nc1c(Cl)cccc1C(F)(F)F
  -6.3	-0.1	-0.2	-1.7	-0.7	4.0	0.3	9.1	8.8	-1.2
CCOc1ccc(Br)cc1S(=O)(=O)NCCN(C)C
  1.8	-1.6	-0.8	-2.3	-1.9	3.4	-0.6	4.4	14.8	0.3
CCOc1ccc(CNC(=S)NCc2ccc(OCC)cc2)cc1
  2.4	-1.0	-0.5	-1.1	2.1	-8.1	4.1	-4.8	4.7	-3.1
CC(=O)N1C(Nc2ccc(Cl)cc2)CCN1c1ccccc1 (centres undefined)
  0.5	0.1	-2.5	1.2	-1.0	-1.3	-1.9	7.5	-1.8	4.4
CCOC(=O)c1cnc(-n2nc(C)cc2C)nc1NC(C)c1ccccc1 (centres undefined)
  -1.1	3.8	1.1	-1.9	-2.2	8.3	-1.4	1.9	10.2	1.6
Cc1nc2ccccn2c(=O)c1NC(=O)c1ccc2c(c1)OCO2
  -4.1	-0.9	0.1	-2.5	-0.3	8.7	7.4	2.0	7.9	1.1
CCOC(=O)C1(C)/C(=N/Nc2ccc(Cl)cc2)C(=O)C(=O)N1c1ccccc1 (centres undefined)
  0.9	-0.3	-1.8	-0.5	-1.7	2.7	8.6	7.1	3.8	9.6
COc1ccc(C(=O)NC2CCCc3c2cnn3-c2cc(F)cc(F)c2)c(OC)c1OC (centres undefined)
  -2.2	1.3	-1.2	-2.9	-2.5	-9.2	5.3	4.5	-9.7	-8.7
CSc1ccc(CCNC(=O)CCc2nnc3ccc(N4CCOCC4)nn23)cc1
  -2.0	0.7	3.2	-1.2	1.5	2.0	1.8	-4.5	0.2	-0.2
COCCC(=O)N1CCc2ccc(NC(=O)c3ccc(C(F)(F)F)cc3)cc2C1
  -8.2	2.7	-4.0	-2.4	3.9	-7.4	-7.0	-2.1	2.1	-5.3

Five compounds out of the list above, ordered by their value in UHRF1 binding, ascending.
Value order: DDE Tn7 FP inh	LEDGF integ inh	PRMT1 inh	PG9 binder	UHRF1 binding	HTRA1 inh	ABHD4 inh	TCR-CD3 inh	TDP2 inh	SIAE primary
O=C(NC(=S)NCc1ccccc1)c1cccc([N+](=O)[O-])c1
  10.2	0.0	0.8	0.3	-3.8	-5.1	-3.7	-4.8	-2.9	6.7
CC(=O)N1C(Nc2ccc(Cl)cc2)CCN1c1ccccc1 (centres undefined)
  0.5	0.1	-2.5	1.2	-1.0	-1.3	-1.9	7.5	-1.8	4.4
O=C(COC(=O)C1CC1)Nc1c(Cl)cccc1C(F)(F)F
  -6.3	-0.1	-0.2	-1.7	-0.7	4.0	0.3	9.1	8.8	-1.2
COc1ccc(-c2cc(C(=O)N/N=C(\C)c3cccnc3)c3ccccc3n2)cc1
  -0.5	2.9	-2.6	-5.4	0.3	-39.1	-19.1	-2.4	-9.2	-6.5
CCCSC1=C(C#N)C(c2ccc(Cl)cc2Cl)CC(=O)N1 (centres undefined)
  6.3	0.6	4.3	0.9	1.0	-12.5	-2.3	4.1	3.2	-3.0

(cont.)
Value order: DDE Tn7 FP inh	LEDGF integ inh	PRMT1 inh	PG9 binder	UHRF1 binding	HTRA1 inh	ABHD4 inh	TCR-CD3 inh	TDP2 inh	SIAE primary
COc1cccc(NC(=O)c2c(C)cc(C)cc2CC(C)(C)C(=O)O)c1
  -6.2	-0.5	6.2	1.0	-0.3	5.5	1.2	-10.1	-4.5	-7.1
CCOc1ccc(N(CC(=O)NC2CCCCC2)C(=O)CCC(=O)Nc2nc(C)cs2)cc1
  2.8	-1.7	3.0	-1.1	-0.5	-4.2	8.0	3.2	7.8	5.5
O=C(COC(=O)CNC(=O)c1cccc([N+](=O)[O-])c1)Nc1cccc(S(=O)(=O)N2CCCC2)c1
  2.2	-2.9	0.9	1.9	3.5	14.7	2.0	3.1	2.0	11.5
COc1cccc(C(=O)NCC2(c3ccc(OC)c(OC)c3)CCCC2)c1
  -5.0	3.2	-10.1	-2.7	-0.5	-1.1	-8.7	4.1	-8.1	0.9
O=C(CN1CCN(c2ccc(O)cc2)CC1)Nc1ccc2c(c1)OCCCO2
  2.2	3.1	20.0	7.5	-3.5	8.1	14.9	10.0	8.7	9.1
Cc1ccc(C)c(NC(=S)NNC(=O)c2csc3c2CCCC3)c1
  -7.7	-1.1	1.0	2.0	-1.9	-6.3	10.4	-2.2	4.5	0.7
COc1ccc(/C=N/NC(=O)c2ccc(=O)n(C)c2)cc1OC
  -10.4	6.3	-1.3	-2.6	1.8	3.2	1.2	-6.5	-8.7	2.2
CC(CNC(=O)c1cncc(O)c1)NC(=O)c1cncc(O)c1 (centres undefined)
  2.1	1.9	10.9	0.0	2.9	9.7	-9.7	-8.3	1.1	-1.8
O=C(O)[C@H](Cc1ccccc1)NC(=O)N1CCN(c2ccc(F)cc2)CC1
  -1.6	5.0	8.8	0.2	6.6	-0.4	-8.6	-5.6	-11.3	-1.5
CCN1CCN(CCNC(=O)c2ccc(/C=C3/Sc4ccccc4N(Cc4cccc(C)c4)C3=O)cc2)CC1
  5.3	5.3	-0.9	0.1	-1.1	-16.8	-4.6	6.5	-8.4	-8.9
O=C(Nc1cccc(Br)c1)c1cc(=O)c2ccccc2o1
  -3.4	-2.1	0.4	0.2	5.4	-1.8	6.6	10.3	14.1	-1.9
Cn1c(N)c(C(=O)CSc2nc3ccccc3[nH]2)c(=O)n(C)c1=O
  4.2	-0.2	27.9*	-1.1	5.0	-4.8	5.5	2.9	10.6	-1.3
Cc1csc(=Nc2ccccc2)n1CCCN1CCCC1=O
  -2.7	2.3	-3.5	-1.6	2.5	0.0	-0.1	-3.4	-7.6	8.4
O=C(Cn1cnc2ccccc2c1=O)c1ccc(OC(F)F)cc1
  3.5	-3.8	0.2	-1.4	0.2	-1.9	-2.0	3.8	16.7	3.8
O=C(CCc1ccccn1)N1CCCC(N2CCN(c3cccc(C(F)(F)F)c3)CC2)C1 (centres undefined)
  1.0	0.9	0.2	-2.4	3.3	-4.0	9.4	7.1	17.0	3.0
COc1ccc(CN2CCC(=O)NC2=O)cc1
  -7.7	3.2	0.8	-2.1	0.9	4.9	1.6	7.5	4.2	2.4
CCOC(=O)C1(C(F)(F)F)N=C(C(F)(F)F)Nc2cc(C)c(C)cc21 (centres undefined)
  3.8	-2.6	1.5	-0.2	4.2	2.4	-13.0	-1.1	-7.4	6.8
CCCn1nc(C(=O)Oc2ccc3c(C)cc(=O)oc3c2)c2ccccc2c1=O
  2.6	-1.1	-4.1	-0.7	3.0	3.0	-11.6	2.1	-6.6	6.9
C/C(=N\NC(=O)c1nnn(-c2nonc2N)c1CN1CCC(C)CC1)c1ccc(Br)cc1
  -5.1	1.9	-6.1	-3.4	0.7	-11.1	0.5	-1.1	2.4	1.7
OC(CC1CC12c1ccccc1-c1ncccc12)(c1ccccc1)c1ccccc1 (centres undefined)
  1.8	-0.7	2.4	-1.0	2.8	-59.9	11.6	-1.7	-1.4	-5.5

Remaining list, next part.
Value order: DDE Tn7 FP inh	LEDGF integ inh	PRMT1 inh	PG9 binder	UHRF1 binding	HTRA1 inh	ABHD4 inh	TCR-CD3 inh	TDP2 inh	SIAE primary
O=C(Nc1ccc(NC(=O)c2cccs2)cc1Cl)c1ccco1
  3.4	1.1	-2.1	0.2	1.1	-25.7	-13.0	5.1	10.5	-2.8
O=C(Nc1cc(C(F)(F)F)ccc1F)C1Cc2c(-c3ccccc3Oc3ccccc3)ccnc2O1 (centres undefined)
  -1.8	-4.0	10.8	0.0	3.6	nt	-28.9	3.4	-6.2	-15.2
Cc1ncn(C23CC4CC(CC(C4)C2)C3)n1
  -1.1	1.1	-3.6	-1.4	15.8	8.8	-3.1	2.6	-2.4	2.4
CC(C)c1cc(Cn2c3ccccc3c(=O)n2C(C)Cn2cc(CCCC#N)nn2)on1 (centres undefined)
  1.7	-3.9	5.9	-2.4	15.7	nt	3.6	-1.5	6.7	0.3
